# From PubChem BioAssay
# yeast mlh1 rad18 – NCI yeast anticancer drug screen, S. cerevisiae mlh1 rad18 strain. actives 11% (n = 79,000). growth inhibition, % at 50 µM;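 note: 0% = growth of vehicle-only cultures of the same strain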
#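 Vehicle-treated cultures served as the reference for growth inhibition in a yeast strain carrying DNA damage repair alterations exposed to each compound.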
# bub3 – NCI yeast anticancer drug screen, S. cerevisiae bub3 mutant strain | growth inhibition, % at 50 µM | actives 9.9% (n = 78,000) | AID 167;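 note: 0% = growth of vehicle-only cultures of the same strain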
#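 Yeast carrying a defined mutation is treated with each compound, and growth is compared with that of vehicle-exposed cells to give inhibition.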
# yeast rad50 – NCI yeast anticancer drug screen, S. cerevisiae rad50 strain; growth inhibition, % at 50 µM; actives 10% (n = 79,000);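 note: 0% = growth of vehicle-only cultures of the same strain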
#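 Genetically altered yeast (DNA repair pathway); compound treatment; growth inhibition vs vehicle ctrl.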
# yeast mec2-1 – NCI yeast anticancer drug screen, S. cerevisiae mec2-1 strain; growth inhibition, % at 50 µM; actives 9% (n = 79,000);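 note: 0% = growth of vehicle-only cultures of the same strain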
#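 Mutant yeast (mec2-1) grown with compound; growth inhibition relative to vehicle control reported.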
# cln2 rad14 – NCI yeast anticancer drug screen, S. cerevisiae cln2 rad14 strain; AID 165; actives 8.3% (n = 78,000); growth inhibition, % at 50 µM;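 note: 0% = growth of vehicle-only cultures of the same strain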
#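 The screen exposed genetically defined yeast (cln2 rad14) to test compounds and scored growth inhibition relative to vehicle-treated controls.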
# sgs1 mgt1 – NCI yeast anticancer drug screen, S. cerevisiae sgs1 mgt1 strain. % growth inhibition at 50 µM. actives 10% (n = 78,000);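 note: 0% = growth of vehicle-only cultures of the same strain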
#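 This yeast growth screen uses a strain with defined DNA-repair lesions; compound-treated growth is compared with vehicle-treated growth.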
# An asterisk follows results filed as active; & = joins results of further samples. Cut-off read from the data, not from the text of the source: active = growth inhibition above about 70%; inactive = the rest. This is a random part of the collection; 14% or so of the library scored in one or more.
SMILES,yeast mlh1 rad18,bub3,yeast rad50,yeast mec2-1,cln2 rad14,sgs1 mgt1
C=CCS(=O)CCC(N)C(=O)O (configuration not stated),-15,-4,-21,-34,-39,-6
O=C(NC1C=Nc2ccc(Cl)cc2NC1=O)c1ccccc1Cl (configuration not stated),1,2,2,2,6,7
Cc1[nH]c(=O)[nH]c1C(=O)c1ccc(-n2ccnc2)cc1,-9,5,-1,-10,16,16
O=C1c2ccccc2C(=O)c2c(NCCNCCO)ccc(NCCNCCO)c21,-22&-26,-38&-52,-8&-6,-38&-11,-28&-24,-40&-53
CC(C)NC(=O)N(Nc1ccccc1)C(C)(C)C,-73,-43,15,-55,4,-42
CC(C)CC(NC(=O)c1cnc2ccccc2n1)C(=O)O (configuration not stated),3,14,-5,-8,-33,-6
CCOc1ccc(NC(=O)CCc2nnc(SC)o2)cc1,23,29,20,-17,-16,-5
COc1ccc2c(c1)NC(=O)C(O)(Cc1ccccc1)C2=O (configuration not stated),2,-4,2,3,-2,7
Oc1ccc(Cl)cc1Cc1cc(Cl)ccc1O,-8,17,4,10,25,-3
Cc1ccccc1/C=N\NC(=O)CCCC(=O)N/N=C/c1ccccc1C,-9,24,-9,2,9,-26
O/N=C(/CN1CCOCC1)c1ccccc1,0,8,-7,8,-21,0
CC12CCC3(CC(=O)C1CCC2O)OCCO3 (configuration not stated),1,31,8,-3,-20,-5
O=S(=O)(CS(=O)(=O)c1ccccc1Br)c1ccccc1Br,7,2,-8,30,13,-16
CCCCCCCCCCCCSC(=S)S,19,4,8,6,-2,14
O=C(OC1CCCC1OC(=O)c1ccccc1)c1ccccc1 (configuration not stated),22,12,-12,10,-5,2
CN(C)c1nc(=NCc2ccccc2)ss1,50,59,67,55,37,73*
O=c1c2ccccc2nc(-c2ccccc2Cl)n1/N=C/c1ccc(Cl)cc1Cl,6,-4,-1,5,-4,2
CC(C)=CCC/C(C)=C/CC/C(C)=C/CSc1ccc(Cl)cc1C(=O)O,-43,15,0,-26,-14,9
CC(=O)N1CCC(CC(O)Cc2ccnc3ccccc23)CC1 (configuration not stated),-4,4,6,-4,-17,-7
C1=C(N2CCOCC2)CCC(N2CCOCC2)=C1,-12,-9,-3,22,42,21
CC1(C)SC(c2ccccc2)SC(c2ccccc2)S1 (configuration not stated),17,-1,14,1,3,-3
CC(O)C(C)[N+](=O)[O-] (configuration not stated),-1,6,9,0,12,-3
CC(=O)OC1c2cc(Cl)ccc2-c2c(Cl)cc(Cl)cc21 (configuration not stated),1,-3,-3,-4,-6,-13
CCOC(=O)c1cc2cc(Br)ccc2[nH]1,20,-3,2,-24,6,8
Cc1cccc(N2CCC(O)C2)c1 (configuration not stated),-21,-7,-5,7,9,0
Cc1cc(N(CCC#N)S(=O)(=O)c2ccccc2)ccc1/C=C1N=C(/C=C/c2ccccc2)OC\1=O,25,29,24,20,14,17
CSc1nc2ccc(N)cc2s1,14,19,11,-14,3,17
CCCCCCCCCCCCCCCCCCNC(=O)NC(C)(C)C,26,3,4,25,-1,2
CC(C)(Cl)C(Cl)CC/C(CBr)=C(\Cl)CCl (configuration not stated),1,88*,87*,90*,88*,92*
N#CSCc1c(Cl)c(Cl)c(CSC#N)c(Cl)c1Cl,-12,6,-14,-7,-19,2
O=C(O)CCN(CCC(=O)O)CCN(CCC(=O)O)CCC(=O)O,7,27,10,-10,16,-8
O=C(/C=C/c1ccc(C(F)(F)F)cc1)c1c([O-])on[n+]1-c1ccccc1,-20,16,8,0,28,33
CSc1n[nH]c(=O)c2nc[nH]c12,-5,8,-9,-9,-34,1
c1ccc(-c2cnoc2-c2ccccc2)cc1,8,-19,14,18,-20,7
CCCCCCCCCCCCCCOc1ccc(C(=S)N2CCOCC2)cc1OC,2,-1,7,3,-4,2
Nc1ccc(SCCOC(c2ccccc2)(c2ccccc2)c2ccccc2)cc1,38,12,19,25,46,16
C=C1C(=O)OC2/C=C(\CO)C(OC(C)=O)CC(O)/C(C)=C/C(OC(=O)C(C)CC)C12 (configuration not stated),-37&-41,-4&11,13&12,9&30,8&16,10&8
CN1N=C(c2ccccc2)C(C(c2ccccc2[N+](=O)[O-])C2C(=O)N(C)N=C2c2ccccc2)C1=O (configuration not stated),-2,-3,47,35,3,8
CCc1cc2c(c3c1C(=O)CC3)C(C)(C)CCC2,5,48,11,35,14,6
COc1ccc(/C=C2\CCC(CNc3ccc(S(N)(=O)=O)cc3)C2=O)cc1 (configuration not stated),10,-15,-19,-20,-13,-17

# Laid out differently: results already given.
compound	yeast mlh1 rad18	bub3	yeast rad50	yeast mec2-1	cln2 rad14	sgs1 mgt1
Cc1[nH]c(=O)[nH]c1C(=O)c1ccc(-n2ccnc2)cc1	-9	5	-1	-10	16	16
Cc1ccccc1/C=N\NC(=O)CCCC(=O)N/N=C/c1ccccc1C	-9	24	-9	2	9	-26
COc1ccc2c(c1)NC(=O)C(O)(Cc1ccccc1)C2=O (configuration not stated)	2	-4	2	3	-2	7

# The listing continues:
SMILES,yeast mlh1 rad18,bub3,yeast rad50,yeast mec2-1,cln2 rad14,sgs1 mgt1
COc1ccc(C(NC(N)=O)c2cc3c(cc2OC(C)=O)OCO3)c(OC)c1 (configuration not stated),16,-3,11,5,22,-2
CC1C[P+](c2ccccc2)(c2ccccc2)Cc2ccccc21 (configuration not stated),5,-2,3,10,-13,-8
CCC(=O)OCN1C(=O)C=CC1=O,99*,99*,99*,99*,99*,99*
O=C(O)c1ccc(CCCc2ccccc2)cc1,8,-20,20,4,-34,-5
Cc1ccc2ccc3ccccc3c2c1,26,18,46,1,20,9
Cc1ccc2nc(N)[nH]c2c1,-2,9,6,-5,-50,-4
CCCN/C=C1\CC(=O)N(C)C1=O,11,6,5,8,-34,2
COc1cc2oc(=O)ccc2cc1CC=C(C)C,-22,3,-16,-26,-6,-4
COC1OCC(NC(C)=O)C(OC(C)=O)C1OC(C)=O (configuration not stated),-8,-1,12,-13,2,-4
CCOC(=O)CC1(O)CCCCC1,5,5,2,7,13,-9
O=C(O)CSc1ccc([N+](=O)[O-])cc1,4,14,8,-6,-7,-7
Nn1nnc2ccccc21,32,7,27,25,33,16
CC(=O)CC(=O)N1CCC(C)CC1,-10,-14,20,-25,28,-16
Cc1ccc(S(=O)(=O)OCC2OCOC2C2OCOC2CI)cc1 (configuration not stated),13,10,12,3,-10,3
COC(=O)N/N=C(/CCCC(=O)Nc1cccc([N+](=O)[O-])c1)C(C#N)c1ccc(CC#N)cc1 (configuration not stated),-3,7,-4,0,2,-14
N=C(N)SCCC(=O)O,-57,17,-29,-21,-70,-40
CS(=O)(=O)Oc1ccccc1OS(C)(=O)=O,-10,3,8,9,-27,-14
CC(=O)Nc1ccc(S(=O)(=O)c2ccc(NC(C)=O)s2)s1,-19,-15,-6,-1,-15,-4
CC(C)CCCC(C)C1CCC2(C)C3CCC4C(C)(C)C(OCC(C)(C)C)CCC4(C)C3CCC12C (configuration not stated),-5,0,34,-6,7,5
N#CN=C(N)NC(=O)/C=C/C=C/c1ccc(Cl)cc1,25,38,6,17,10,1
O=C1NC2(CCCC2)C(=O)NC12CCCC2,1,-26,-21,-22,-13,-1
COc1ccccc1NC(=O)C(=O)Cc1cnc2ccccc2n1,-31,-13,-6,13,1,11
O=C(c1cc(O)c(O)c(O)c1)c1ccc(O)c(O)c1O,33,14,13,6,5,11
CC(=O)OCC1OC(n2c(C)cc(-c3cccc4ccccc34)c(C#N)c2=S)C(OC(C)=O)C(OC(C)=O)C1OC(C)=O (configuration not stated),43,11,-9,-13,5,22
COc1ccc(C2(O)OCC(COc3cc(C)c(Cl)c(C)c3)O2)cc1OC (configuration not stated),3,-6,-10,1,18,9
COc1cc([C@H]2c3[nH]c4ccccc4c3C[C@H]3COC(=O)N32)cc(OC)c1O,52,19,56,10,12,25
O=C(N=C1[Se]C(=Nc2ccccc2)C(=Nc2ccccc2)N1c1ccc(Cl)cc1)c1ccccc1,-21,-9,-14,-10,-23,-27
CCC1=C[C@H]2CN(CCc3c([nH]c4ccccc34)[C@@](C(=O)OC)(c3cc4c(cc3OC)N(C)[C@H]3[C@@](O)(C(=O)NC)[C@H](OC(C)=O)[C@]5(CC)C=CCN6CC[C@]43[C@@H]65)C2)C1,-12,16,3,-2,-2,13
COc1ccc(/C(C)=C\C(=O)O)cc1,7,-40,-2,-3,-43,-10
COc1ccc(/C(=N\O)C(c2ccc(OC)cc2)C(Cl)(Cl)Cl)cc1 (configuration not stated),45,17,53,39,15,39
COC(=O)c1ccc(OC(=O)Nc2ccc(SC)cc2)cc1,12,34,3,40,-3,25
CSC1=NC=C(C#N)C2=NC(c3cccs3)NN12 (configuration not stated),-1,11,-12,-16,18,9
CCOc1ccccc1C(=O)Oc1cccc(C)c1,19,12,2,-10,-5,6
CCCCCCCCCCCN,-8,-1,2,33,9,-37
Cc1ccc(SSCCCCS(=O)O)cc1,92*,80*,66,62,85*,83*
C#CC(O)(c1ccccc1)c1ccccc1,10,0,-13,16,-10,-6
COc1ccc(/C=C2\CCCc3ccccc3C2=O)cc1,62,80*,60,53,20,78*
CC(=O)OC(c1ccc(Cl)cc1)c1ccc(Cl)cc1,19,0,16,-2,9,19
CC(C)=NOC(=O)Nc1ccc(F)cc1,-1,17,4,-3,20,5
O=C(Nc1ccccc1-c1ccccc1)C(Cl)Cl,12,23,-31,-2,15,11

# Three of these compounds, set out differently.
SMILES	yeast mlh1 rad18	bub3	yeast rad50	yeast mec2-1	cln2 rad14	sgs1 mgt1
COC(=O)c1ccc(OC(=O)Nc2ccc(SC)cc2)cc1	12	34	3	40	-3	25
CSC1=NC=C(C#N)C2=NC(c3cccs3)NN12 (configuration not stated)	-1	11	-12	-16	18	9
CCOc1ccccc1C(=O)Oc1cccc(C)c1	19	12	2	-10	-5	6

# Next part.
SMILES,yeast mlh1 rad18,bub3,yeast rad50,yeast mec2-1,cln2 rad14,sgs1 mgt1
O=C(O)CCCc1ccc([N+](=O)[O-])cc1,-26,-26,-24,-28,3,-2
O=C(N/N=C/c1ccccc1Cl)c1ccccc1NC(=O)C1CC1,22,30,-3,20,-10,22
COC(OC)c1cc(C(=O)O)c2ccccc2n1,-7,-22,-9,-31,-5,-10
O=C1c2c(O)cc(O)cc2OC(c2ccc(O)c(O)c2)C1O (configuration not stated),-19,-9,10,-24,-1,11
CCOC(=O)C1=C(C)NC(C)=C(C(=O)OCC)C1,14,31,15,-6,-41,-2
Nc1c(Cl)ncnc1Nc1ccc(CCO)cc1,-9,-4,-4,-9,-60,23
CC(=O)CCc1ccccc1,2,-2,6,-8,-23,-1
Clc1ccc(-c2nnc(-c3cccc4ccccc34)o2)cc1,-25,-20,-23,-57,0,-29

# Quoted at random: six compounds from above
SMILES,yeast mlh1 rad18,bub3,yeast rad50,yeast mec2-1,cln2 rad14,sgs1 mgt1
COC(OC)c1cc(C(=O)O)c2ccccc2n1,-7,-22,-9,-31,-5,-10
O=C(N/N=C/c1ccccc1Cl)c1ccccc1NC(=O)C1CC1,22,30,-3,20,-10,22
CC(=O)CCc1ccccc1,2,-2,6,-8,-23,-1
Nc1c(Cl)ncnc1Nc1ccc(CCO)cc1,-9,-4,-4,-9,-60,23
O=C(O)CCCc1ccc([N+](=O)[O-])cc1,-26,-26,-24,-28,3,-2
Clc1ccc(-c2nnc(-c3cccc4ccccc34)o2)cc1,-25,-20,-23,-57,0,-29
